SSB-PriA inh: blocks PriA binding to SSB C-terminal tail | AlphaScreen SSBct-PriA binding, biotinylated peptide | inhibition, % at 33 µM | hit rate 0.6% among 430,000; in the data active means inhibition mostly above about 37%, no sharp cut-off; inactive means mostly below about 20%;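 further: plate controls were negative control peptide for no effect and reference peptide for full effect; strong numbers were not always called active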
The depositor's hits bear a star; & = joins results of further samples.

mol | SSB-PriA inh
O=S(=O)(c1ccc(OC(F)(F)F)cc1)N(CCc1cccs1)C1CCOCC1 | -14
COc1ccc(Cn2cnc(-c3ccccc3)cc2=O)cc1 | -21
COc1ccccc1/C=C/C=NNC(=O)CCC1C(=O)NN=C1C (stereo not given) | -3
O=C(CSc1ncnc2c1nnn2Cc1ccc(F)cc1)Nc1cc(C(F)(F)F)ccc1Cl | -11&-3
COc1ccc(-c2c(C#N)c(N)nc3c2CN(C)CC3)c(OC)c1OC | -9&-7
c1csc(C2=Nc3ccccc3SC(c3ccc4c(c3)OCO4)C2)c1 (stereo not given) | -5
O=C(NCc1ccncc1)C(=O)NN=Cc1ccc(OCc2ccccc2)cc1 | -6
Cc1ccccc1C(=O)NCC1(c2ccc(F)cc2)CCOCC1 | -8
COc1ccc(CCC(=O)NCC(=O)N2CCOC(c3ccccc3)C2)cc1 (stereo not given) | -7
COC(=O)c1ccc(OCC(O)CN2CCN(c3ccccc3OC)CC2)cc1 (stereo not given) | -4
O=C(CSc1nc2ccccc2n2cnnc12)Nc1ccc2c(c1)OCO2 | -13
CCCOc1cccc2c1CCN(Cc1ccc(Cl)cc1)C2=O | -34
NC(=O)c1ccsc1NC(=O)Cc1ccccc1Cl | -23
NCC1COc2ccccc2O1 (stereo not given) | -15
CC1(C)C2CCC1(CS(=O)(=O)Nc1ccc3c(c1)CCC(=O)N3)C(=O)C2 (stereo not given) | 6
Cc1cc(C)nc(NS(=O)(=O)c2ccc(NC(=O)c3ccc(Cl)cc3Cl)cc2)n1 | -18
O=C(CCCSc1ccc(NC(=O)C2CC2)nn1)NCc1cccs1 | -10&-8
COc1ccccc1NC(=O)C12CCC(C)(c3nc4ccccc4nc31)C2(C)C (stereo not given) | 7
COc1ccccc1C=NNC(=O)c1sc(C)nc1C | -7
CN(C)c1cccc(C(=O)NCc2cc(-c3ccco3)n(C)n2)c1 | 11

Later entries
mol | SSB-PriA inh
Cc1nnsc1C(=O)N1CCC(n2c(=O)[nH]c3ccc(F)cc3c2=O)CC1 | -5
Cc1ccc(CC(=O)Nc2ccc3sc(C)nc3c2)c(C)c1 | -9
COc1ccc(CNc2ncnc3nc[nH]c23)cc1 | -4
COc1ccc(NC(=O)Cn2ncn3nc(-c4ccc(C)c(C)c4)cc3c2=O)c(OC)c1 | -15
COc1ccccc1Oc1ccc(S(=O)(=O)Nc2ccc(Br)cc2F)cc1 | -11&3
O=C(Cc1ccc(Cl)cc1)NCc1cc(-c2ccccc2)on1 | -6
CCCC(=O)NCCn1ncc2c(=O)n(Cc3ccc(F)cc3)cnc21 | 11
Cc1cc(-c2nnc(NC(=O)Cc3cccs3)o2)nn1C | 5
COc1ccc(NC(=O)c2ccc(Cl)cc2)cc1N1CCCC1=O | -13
COc1cc([N+](=O)[O-])cc2sc(NC(=O)c3ccno3)nc12 | 7
Cc1ccc(NC(=O)Cn2cccc(-c3nc(-c4ccc(Cl)cc4)no3)c2=O)cc1F | -16
O=C1CCCN1c1ccc(Cn2cccc(-c3nc(-c4ccncc4)no3)c2=O)cc1 | -5
COc1ccc(C=NNC(=O)CNC(=O)c2ccc(S(=O)(=O)N3CCOCC3)cc2)cc1OC | -9
O=C(Cn1c(=O)oc2ccccc21)Nc1sccc1-c1nc(C2CC2)no1 | -12
CC(C)(C)Sc1ccc2nn(CC(=O)Nc3ccccc3Cl)c(=O)n2n1 | -11
COc1ncccc1C(=O)N1CCN(c2ccccn2)CC1 | -8
CCOC(=O)N1CCN(C(=O)CSc2ncnc3c2nnn3-c2ccc(OC)cc2)CC1 | -18
Cn1nnc2c(N3CC(C(=O)NCc4ccccc4F)C3)ncnc21 | -2
Cc1ccccc1-n1nnc(C(=O)N2CCN(S(C)(=O)=O)CC2)c1-c1ccncc1 | 5
O=C(CSc1nc(CC(=O)NC2CC2)cc(=O)[nH]1)NCCc1ccccc1 | -9

(next part)
mol | SSB-PriA inh
CCn1nnc2c(N3CC(C(=O)N(C)OC)C3)ncnc21 | -4
Cc1ccc(S(=O)(=O)NCc2ccsc2)c(C)c1 | -7
O=C(NC(=S)NC1CCS(=O)(=O)C1)C1CCCCC1 (stereo not given) | -10
O=C(CCC(F)(F)F)Nc1cnn(C2CCOCC2)c1 | -4
COc1ccc2cc(C(=O)NCC#CCN3CCc4ccccc4C3)[nH]c2c1 | 7
Cc1cc(=O)[nH]c(-n2nc(-c3cccs3)cc2NC(=O)COc2ccc(Cl)cc2)n1 | -5
O=C(CSc1ccccc1)NN=Cc1ccccc1O | -2
COc1cc([N+](=O)[O-])cc(C=NNC(=O)c2ccc(NC(=O)c3ccc(C)cc3)cc2)c1O | -10
COc1ncc(NC(=O)c2ccc(Cl)cc2Cl)cn1 | -9
COC(CNC(=O)C1(c2cccs2)CCCC1)c1ccc(Cl)s1 (stereo not given) | -4
O=C([C@H]1CC(=O)N(C2CCOCC2)C1)N1CCCc2ccccc21 | -6
CC(C)CCC[C@H]1CCCCN1 | -5
CCOc1cc(C(=O)NCc2nnc(SCC(=O)Nc3ccccc3F)n2-c2ccccc2)cc(OCC)c1OCC | -16
CS(=O)(=O)c1ccccc1C(=O)Nc1nc(-c2ccccc2)c(-c2ccccc2)s1 | 25
CCn1nnc2c(N3CCN(CC(=O)NC4CC4)CC3)ncnc21 | 0
Cc1ccc(-n2c(C)nc3ccc(NC(=O)C(C)Oc4cccc(F)c4)cc3c2=O)cc1 (stereo not given) | -2
COc1cc(C=NO)cc(Br)c1OCc1ccc(Cl)cc1 | -12
COc1cc(C=NNC(C)=O)ccc1OC/C=C/c1ccccc1 | -5
O=C(O)c1ccc(N2CCC(Cc3ccccc3)CC2)nn1 | -6
CC(C)(C)C(=O)Cn1c(=O)n(CCCC(=O)NCc2ccc(F)cc2)c(=O)c2ccccc21 | -21

Later entries.
mol | SSB-PriA inh
COc1ccc(OC)c(S(=O)(=O)NC[C@@H](c2ccc(F)cc2)N2CCN(C)CC2)c1 | 2
COc1ccc(S(=O)(=O)C(CNC(=O)COc2ccc(Cl)cc2)c2cccs2)cc1 (stereo not given) | -6
Cc1cc(=O)[nH]c(NCc2ccc(F)cc2)n1 | -13
O=S(=O)(c1ccc(Oc2ccccc2Cl)cc1)N1CCc2ncncc2C1 | -8
COC(=O)c1cn(-c2ccccc2)c(=O)cc1O | -8
CCCN1CCC2(CC1)NC(=O)N(CC(=O)NCc1ccco1)C2=O | -5
COc1cc(NC(=O)NCc2cc(C)nc(N(C)C)n2)cc(OC)c1 | -5
O=C1/C(=C/C=C/c2ccccc2)SC(=S)N1c1cccc(O)c1 | 37
CCOC(=O)Nc1nc(CC(=O)NCc2ccncc2)cs1 | -13
C=CCN(CC=C)S(=O)(=O)c1ccc(C(=O)Nc2nc3c(s2)CN(C)CC3)cc1 | -6
CSc1ccc(NC(=O)c2cccc(F)c2)nn1 | 0
O=C(NN=C1CCCc2oc(C(=O)O)cc21)c1ccccc1 | 1
COc1ccc(S(=O)(=O)C2CN(C(=O)NCc3cccs3)C2)cc1 | 8
CCc1ccc(C(=O)c2cnc3ccc(OC)cc3c2N2CCCC2)cc1 | 7
COc1ccc(CCNC(=O)C2CSCCC(=O)N2)cc1OC (stereo not given) | 6
CCCCCCc1cc2cc(-c3csc(-c4ccccc4)n3)c(=O)oc2cc1OC(C)=O | -10
O=C(c1ccccc1F)N1CCCC(c2nnc(-c3ccc4c(c3)OCO4)o2)C1 (stereo not given) | -7
COc1ccc(NC(=O)N[C@H]2CC(=O)N(c3ccc4c(c3)OCCO4)C2)c(OC)c1 | -17
O=C(c1cccs1)N1CCN(c2ccc3nncn3n2)CC1 | -15&-9
Cn1nc(C2CC2)cc1N1CCN(C(=O)c2ccccc2Br)CC1 | -4

Cc1cc(N2CCCCC2)nc(CNC(=O)Nc2ccc(C)c(Cl)c2)n1
- SSB-PriA inh: -2
CC1(C)C2CCC(C2)C1CC=NNC(N)=S (stereo not given)
- SSB-PriA inh: 4
O=C(NCCn1nc(-c2cccs2)ccc1=O)Nc1ccccc1F
- SSB-PriA inh: -12
Cc1ccc(C)c(S(=O)(=O)Nc2cccc(-c3nc4ccccc4s3)c2)c1
- SSB-PriA inh: -11&1
O=C(c1ccccc1C(F)(F)F)N1CCN(CC(O)C2CC2)CC1 (stereo not given)
- SSB-PriA inh: -8
O=C(Nc1nc(-c2ccccn2)cs1)c1ccccc1
- SSB-PriA inh: 101*
Cn1ccc2c(O)cccc2c1=O
- SSB-PriA inh: -24&-9
CCOc1ccc(C(C)=NN2C(=O)C(CC(=O)Nc3ccc(OC)cc3[N+](=O)[O-])SC2=Nc2cccc(C)c2C)cc1 (stereo not given)
- SSB-PriA inh: -7
O=C(NC[C@@](O)(c1ccccc1)C1CC1)C(=O)Nc1ccc(OC(F)(F)F)cc1
- SSB-PriA inh: -18
Cc1cc(NC(=O)c2ccccc2S(C)(=O)=O)n(-c2nc3ccccc3s2)n1
- SSB-PriA inh: -11

Fetched one by one from the entries so far (two):
O=C(c1ccccc1C(F)(F)F)N1CCN(CC(O)C2CC2)CC1 (stereo not given)
- SSB-PriA inh: -8
O=C(Nc1nc(-c2ccccn2)cs1)c1ccccc1
- SSB-PriA inh: 101*

For reference, some entries already given:
Cc1cc(N2CCCCC2)nc(CNC(=O)Nc2ccc(C)c(Cl)c2)n1
- SSB-PriA inh: -2
CC1(C)C2CCC(C2)C1CC=NNC(N)=S (stereo not given)
- SSB-PriA inh: 4
O=C(NCCn1nc(-c2cccs2)ccc1=O)Nc1ccccc1F
- SSB-PriA inh: -12
Cc1ccc(C)c(S(=O)(=O)Nc2cccc(-c3nc4ccccc4s3)c2)c1
- SSB-PriA inh: -11&1
O=C(c1ccccc1C(F)(F)F)N1CCN(CC(O)C2CC2)CC1 (stereo not given)
- SSB-PriA inh: -8
O=C(Nc1nc(-c2ccccn2)cs1)c1ccccc1
- SSB-PriA inh: 101*
Cn1ccc2c(O)cccc2c1=O
- SSB-PriA inh: -24&-9

Following part
Cc1cccc(Nc2ccc(N3CCN(C(=O)c4ccco4)CC3)nn2)n1
- SSB-PriA inh: -3
O=C(CCSc1ccc(F)cc1)Nc1nc(-c2ccc3c(c2)OCCO3)cs1
- SSB-PriA inh: 2
CC1=C(C(=O)Nc2ccccc2)[C@H](c2ccc(Br)cc2)n2nc(-c3ccco3)nc2N1
- SSB-PriA inh: -11
CCc1cccc(C)c1NC(=O)CON=C(C)c1cc2ccccc2o1
- SSB-PriA inh: -11
COc1ccc(Br)c(C(=O)N2CC(n3cc(COc4ccccc4)nn3)C2)c1
- SSB-PriA inh: -8
COc1cc(C=NNC(=O)c2ccc(-c3ccccc3)cc2)ccc1OCC(N)=O
- SSB-PriA inh: -10
COc1ccc(OCC(=O)NN=C(C)c2cccs2)cc1
- SSB-PriA inh: 0
Cn1c(C(F)(F)F)nn(CCNC(=O)Cc2cn(C)c3ccccc23)c1=O
- SSB-PriA inh: -1
NC(=NOC(=O)c1ccc2c(c1)OCO2)c1ccncc1
- SSB-PriA inh: -8
COCCNC(=O)c1ccccc1-c1ccccc1C(N)=O
- SSB-PriA inh: -10

O=C(NC(=S)Nc1ccc(S(=O)(=O)N2CCOCC2)cc1)c1cccc(Cl)c1
- SSB-PriA inh: -2
Cc1ccccc1-c1ccc(N2CCC(C(=O)NCc3cccnc3)CC2)nn1
- SSB-PriA inh: -4
CS(=O)(=O)CC[C@H](N)c1nc(-c2ccco2)no1
- SSB-PriA inh: -7
C=CCn1c(SCC(=O)c2ccc(C)c(C)c2)nc2scc(-c3ccc(C)o3)c2c1=O
- SSB-PriA inh: -9
CCOC(=O)NN=Cc1c(F)cccc1F
- SSB-PriA inh: 1
O=c1[nH]c(=O)n(-c2ccccc2)c(O)c1C=C1C(c2ccccc2)=Nc2ccccc21
- SSB-PriA inh: -3
CN(C)S(=O)(=O)c1ccc(C(=O)N2Cc3cncnc3C2)cc1
- SSB-PriA inh: -14
O=C(Nc1cnn(C[C@H]2COc3ccccc3O2)c1)c1ccc2nc[nH]c2c1
- SSB-PriA inh: -18
CCOc1ccc(Cc2nnc(Nc3ccc(OC)c(OC)c3)[nH]c2=O)cc1
- SSB-PriA inh: 11
Cc1ccc(NC(=O)CSc2nccn2C2CCCCC2)cc1Cl
- SSB-PriA inh: -15

O=C(NCCCc1ccccc1)Nc1cc(N2CCN(c3ccccc3)CC2)ncn1
- SSB-PriA inh: 0
O=C(NCC1CCN(c2ccccn2)CC1)C(=O)NC1CC1
- SSB-PriA inh: -13
COc1cccc(C(CNC(=O)C2CCCCC2)N2CCOCC2)c1 (stereo not given)
- SSB-PriA inh: 3
Cn1cccc1-c1noc(CNC(=O)c2cc(-c3ccc4c(c3)OCO4)n[nH]2)n1
- SSB-PriA inh: -10
COc1cc2nc(SCc3ccccc3Cl)n3nc(-c4ccccc4)nc3c2cc1OC
- SSB-PriA inh: -1
Cc1cc(OC2CN(C(=O)c3ccc(F)cc3Cl)C2)cc(=O)o1
- SSB-PriA inh: -15
COc1cccc2sc(N3CCNCC3)nc12
- SSB-PriA inh: 11
O=C(Nc1ccc(SCCN2CCCCCC2)nn1)c1cccs1
- SSB-PriA inh: -8
O=C1C[C@H](c2nc(-c3cccs3)no2)CN1c1ccc(F)cc1
- SSB-PriA inh: -6
COc1ccc(S(=O)(=O)CC(=O)Nc2cccc(Br)c2)cc1
- SSB-PriA inh: -6

Sorted by heavy-atom count (lowest first): part of the list above.
O=C(NCC1CCN(c2ccccn2)CC1)C(=O)NC1CC1
- SSB-PriA inh: -13
O=C1C[C@H](c2nc(-c3cccs3)no2)CN1c1ccc(F)cc1
- SSB-PriA inh: -6
O=C(Nc1ccc(SCCN2CCCCCC2)nn1)c1cccs1
- SSB-PriA inh: -8

Next part
COc1ccc(Br)c(C(=O)NC[C@]2(O)CCOc3ccccc32)c1
- SSB-PriA inh: -8
O=C(c1c(F)cccc1F)N(C(=O)N1CCCCC1)c1ccccc1
- SSB-PriA inh: 2
O=C(NCc1cccs1)N1CCN(c2nc3ccccc3n2Cc2ccccc2)CC1
- SSB-PriA inh: -4
CCCNC(=O)c1ccc2c(=O)n(-c3ccc(OC)cc3)c(SCC(=O)CC(=O)OC)nc2c1
- SSB-PriA inh: -16&1
Cc1nc(-n2nc(-c3cccs3)cc2NC(=O)CSCc2ccccc2)[nH]c(=O)c1C
- SSB-PriA inh: -11
COc1ccc(CCNC(=O)CC2CSc3nc4c(c(=O)n32)CCC4)cc1OC (stereo not given)
- SSB-PriA inh: -7
COc1cc(Cl)c(C)cc1NC(=O)CSc1nc2c(-c3ccccc3)csc2c(=O)n1C
- SSB-PriA inh: -4
O=S(=O)(Cc1ccc(F)cc1)N(CCc1cccs1)Cc1ccco1
- SSB-PriA inh: -31

Screening data as filed in PubChem BioAssay.

Only part of the results is shown (hit frequency here may not be typical).
